Screening results as filed in PubChem.
GPR7 antag: human neuropeptides B/W receptor 1 antagonism; inhibition, % at 4.4 µM; 290,000 compounds, 1.1% hits; AID 1861; GPR7-expressing cells, fluorescence antagonist assay; in the data active means inhibition above about 16%, passing the limit was not always enough;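 further: cells stimulated with the agonist NPW; 0% = agonist with vehicle and 100% = vehicle without agonist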
Target sequence (P48145 whole entry, looked up): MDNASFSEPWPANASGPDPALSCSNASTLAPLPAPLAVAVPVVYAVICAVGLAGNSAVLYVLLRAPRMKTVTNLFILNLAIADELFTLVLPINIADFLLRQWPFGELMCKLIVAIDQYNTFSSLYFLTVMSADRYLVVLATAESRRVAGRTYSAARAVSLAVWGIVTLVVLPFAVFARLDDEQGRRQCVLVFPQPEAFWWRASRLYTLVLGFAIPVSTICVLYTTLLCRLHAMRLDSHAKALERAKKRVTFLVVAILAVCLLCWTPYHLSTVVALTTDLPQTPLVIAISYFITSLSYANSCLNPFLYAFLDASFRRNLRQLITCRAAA
PHOSPHO1 block: PHOSPHO1 (human) inhibition; Q8TCT1; recombinant PHOSPHO1, absorbance phosphatase assay; inhibition, % at 13.3 µM; 290,000 compounds, 1.1% hits; AID 1565; in the data active means inhibition above about 60%
Target sequence (Q8TCT1 whole entry, looked up): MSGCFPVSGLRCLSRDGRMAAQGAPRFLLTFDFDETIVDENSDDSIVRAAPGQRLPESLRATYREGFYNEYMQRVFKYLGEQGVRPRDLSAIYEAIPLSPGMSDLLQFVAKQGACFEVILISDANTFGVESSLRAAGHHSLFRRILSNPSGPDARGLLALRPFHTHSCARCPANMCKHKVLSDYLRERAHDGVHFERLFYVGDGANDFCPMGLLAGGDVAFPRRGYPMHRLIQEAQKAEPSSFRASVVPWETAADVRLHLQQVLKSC
M18AAP inhibitor: blocks P. falciparum M18 aspartyl aminopeptidase | AID 1822 | inhibition, % at 7.35 µM | 290,000 compounds, 1.2% hits | recombinant PfM18AAP, H-Glu-NHMec fluorogenic cleavage;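 active means inhibition above the campaign mean inhibition over all tested compounds plus 3 SD, cut at about 28% in these data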;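 further: 0% = plate median of test compound wells and 100% = 2 mM ZnCl2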
FID counter: fluorescent intercalator displacement, NS3 helicase counter-screen. 290,000 compounds, 0.17% hits. inhibition, % at 7.9 µM. DNA fluorescent intercalator displacement, fluorescence. AID 1845; in the data active means inhibition above about 37%;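 further: 0% = vehicle and 100% = reference compound; higher means more ethidium bromide displaced from hairpin DNA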
MEKK3 PB1 HTS: raises or lowers MEK5 binding to the human MEKK3 PB1 domain. 290,000 compounds, 1.4% hits. bead-based flow cytometry, Alexa488-MEK5 binding to MEKK3; actives lie on both sides; 0 = blocked by unlabeled MEK5, 100 = vehicle. binding response (% of control), % at 10 µM. Q99759;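 active means binding response more than 3 SD above or below the average of its plate-row segment, actives on both sides; inconclusive means wells at one plate position flagged as instrument error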;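 further: Alexa488 bead fluorescence after subtracting the streptavidin-only scavenger bead signal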
OXTR agonist: agonists of human oxytocin receptor; activation, % at 3 µM; AID 2435; CHO-OTR cells, Fluo-8 calcium fluorescence; normalized: DMSO 0%, oxytocin 100%; 320,000 compounds, 0.32% hits; P30559;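 active means activation above the mean of all tested compounds plus 3 SD, cutoff set per screening run, cut at about 20% in these data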;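 further: peak over basal fluorescence ratio from a 100 s FLIPR kinetic read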
Target sequence (P30559 whole entry, looked up): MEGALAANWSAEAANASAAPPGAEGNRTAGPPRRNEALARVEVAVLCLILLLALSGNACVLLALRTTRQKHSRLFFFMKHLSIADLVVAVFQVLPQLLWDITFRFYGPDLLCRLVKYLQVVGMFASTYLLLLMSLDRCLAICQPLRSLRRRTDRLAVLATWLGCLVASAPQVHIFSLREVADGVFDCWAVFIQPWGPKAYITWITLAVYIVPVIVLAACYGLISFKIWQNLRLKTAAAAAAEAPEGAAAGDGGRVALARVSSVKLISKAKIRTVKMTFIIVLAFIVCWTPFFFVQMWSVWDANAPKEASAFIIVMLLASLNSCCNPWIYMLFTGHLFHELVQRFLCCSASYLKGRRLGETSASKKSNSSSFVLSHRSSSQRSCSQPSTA
MEKK2wt PB1 HTS: raises or lowers MEK5 binding to wildtype human MEKK2 PB1 domain; binding response (% of control), % at 10 µM; 290,000 compounds, 1.1% hits; bead flow cytometry, Alexa488-MEK5 binding to MEKK2 WT; actives lie on both sides; Q9Y2U5; in the data active means binding response below about 67% or above about 130%; inconclusive means no clear call, values can overlap the other calls; inactive means in between
MEKK2 mut-MEK5: signal of MEK5 binding to mutant human MEKK2 PB1 domain; bead flow cytometry, Alexa488-MEK5 binding to MEKK2 mutant; percent response, % at 10 µM; 290,000 compounds, 0.35% hits; AID 1530; in the data active means percent response above about 24%, passing the limit was not always enough; further: inactives centre near 1; some results filed as inactive read as strong as hits; reference of the scale not given here
NALP1 inh: NALP1 inhibition. S. cerevisiae NALP1/ASC/caspase-1 growth, X-gal OD620, 72 h. inhibition, % at 10 µM. 280,000 compounds, 0.61% hits; in the data active means inhibition mostly above about 24%, no sharp cut-off; inactive means mostly below about 32%; further: some compounds called inactive have numbers as strong as hits
Active calls of the source: *. Outcome played no part in choosing rows; any-hit rate near 6.2%.

The first two compounds, ahead of the listing:
`COC(=O)c1ccccc1S(=O)(=O)N1CCCC(c2nc3c(nnn3Cc3ccc(C)cc3)c(=O)[nH]2)C1` (configuration not stated) gave GPR7 antag -24, PHOSPHO1 block 45, M18AAP inhibitor 2, FID counter -38, MEKK3 PB1 HTS 103, OXTR agonist -0.6, MEKK2wt PB1 HTS 105, MEKK2 mut-MEK5 1 and NALP1 inh 8.
O=C(NNC(=S)NC(=O)c1ccccc1[N+](=O)[O-])c1ccccc1 was read as GPR7 antag -14, PHOSPHO1 block -8, M18AAP inhibitor 8, FID counter -6, MEKK3 PB1 HTS 112, OXTR agonist -1.2, MEKK2wt PB1 HTS 110, MEKK2 mut-MEK5 4 and NALP1 inh 5.

The listing (from the top)
`COC(=O)c1ccccc1S(=O)(=O)N1CCCC(c2nc3c(nnn3Cc3ccc(C)cc3)c(=O)[nH]2)C1` (configuration not stated) gave GPR7 antag -24, PHOSPHO1 block 45, M18AAP inhibitor 2, FID counter -38, MEKK3 PB1 HTS 103, OXTR agonist -0.6, MEKK2wt PB1 HTS 105, MEKK2 mut-MEK5 1 and NALP1 inh 8.
O=C(NNC(=S)NC(=O)c1ccccc1[N+](=O)[O-])c1ccccc1 was read as GPR7 antag -14, PHOSPHO1 block -8, M18AAP inhibitor 8, FID counter -6, MEKK3 PB1 HTS 112, OXTR agonist -1.2, MEKK2wt PB1 HTS 110, MEKK2 mut-MEK5 4 and NALP1 inh 5.
Screening C=CCNc1nc(Nc2ccc(-c3nc4ccccc4o3)cc2)nc(N2CCOCC2)n1 returned GPR7 antag -8, PHOSPHO1 block -3, M18AAP inhibitor -9, FID counter -7, MEKK3 PB1 HTS 108, OXTR agonist -1.1, MEKK2wt PB1 HTS 101, MEKK2 mut-MEK5 6 and NALP1 inh 20.
Cc1ccc2c(Cl)c(C(=O)Nc3nn[nH]n3)sc2c1 was read as GPR7 antag -12, PHOSPHO1 block -14, M18AAP inhibitor 0, FID counter -12, MEKK3 PB1 HTS 103, OXTR agonist -0.2, MEKK2wt PB1 HTS 99, MEKK2 mut-MEK5 -4 and NALP1 inh 39.
COc1cccc(C2=CC(c3ccc(OC)c(OC)c3OC)n3nnnc3N2)c1 (configuration not stated) was read as GPR7 antag 8, PHOSPHO1 block -31, M18AAP inhibitor -5, FID counter -18, MEKK3 PB1 HTS 99, OXTR agonist -2.2, MEKK2wt PB1 HTS 100, MEKK2 mut-MEK5 7 and NALP1 inh 12.
`c1nc(N2CCCC2)c2[nH]cnc2n1` gave GPR7 antag -4, PHOSPHO1 block 0, M18AAP inhibitor -6, FID counter -1, MEKK3 PB1 HTS 94, OXTR agonist 0.0, MEKK2wt PB1 HTS 96, MEKK2 mut-MEK5 0 and NALP1 inh -155.
Screening COc1ccc(CNC(C)(C)C)cc1Cl returned GPR7 antag 6, PHOSPHO1 block 20, M18AAP inhibitor -11, FID counter 1, MEKK3 PB1 HTS 103, OXTR agonist 2.7, MEKK2wt PB1 HTS 109, MEKK2 mut-MEK5 5 and NALP1 inh 7.
Screening CN1CCc2c(OCC(=O)N3CCC(Cc4ccccc4)CC3)cccc2C1=O returned GPR7 antag -10, PHOSPHO1 block -20, M18AAP inhibitor 2, FID counter -28, MEKK3 PB1 HTS 103, OXTR agonist 5.5, MEKK2wt PB1 HTS 109, MEKK2 mut-MEK5 4 and NALP1 inh 15.
NC(=O)c1oc2ccccc2c1NC(=O)c1ccco1 was read as GPR7 antag -1, PHOSPHO1 block 50, M18AAP inhibitor -1, FID counter -1, MEKK3 PB1 HTS 96, OXTR agonist 4.5, MEKK2wt PB1 HTS 98 and MEKK2 mut-MEK5 -6.
For Cc1c(Cl)cccc1NC(=O)NNC(=O)CCc1ccccc1 the results were GPR7 antag -5, PHOSPHO1 block 5, M18AAP inhibitor -10, FID counter -17, MEKK3 PB1 HTS 99, OXTR agonist 0.3, MEKK2wt PB1 HTS 103, MEKK2 mut-MEK5 6 and NALP1 inh 18.
Screening Cn1c(=O)[nH]c(=O)c2c1nc(CN1CCN(Cc3ccccc3)CC1)n2CC(N)=O returned GPR7 antag 14, PHOSPHO1 block 12, M18AAP inhibitor 2, FID counter 9, MEKK3 PB1 HTS 116, OXTR agonist 0.0, MEKK2wt PB1 HTS 112 and MEKK2 mut-MEK5 11.
`COc1ccc(C(=O)CC(=O)C(=O)Nc2ccc([N+](=O)[O-])cc2C)cc1` gave GPR7 antag -15, PHOSPHO1 block 24, M18AAP inhibitor -1, FID counter -14, MEKK3 PB1 HTS 108, OXTR agonist -0.7, MEKK2wt PB1 HTS 106, MEKK2 mut-MEK5 7 and NALP1 inh 5.
For COc1ccc(-c2c(C#N)c(N)nc(Sc3ccc(Cl)cc3)c2C#N)cc1 the results were GPR7 antag 18, PHOSPHO1 block 42, M18AAP inhibitor 14, FID counter 1, MEKK3 PB1 HTS 54, OXTR agonist -0.9, MEKK2wt PB1 HTS 53 and MEKK2 mut-MEK5 -19.
`COc1ccccc1NC(=O)CCNS(=O)(=O)c1ccc2c(c1)CCN2C(C)=O` gave GPR7 antag -10, PHOSPHO1 block 51, M18AAP inhibitor 22, FID counter -3, MEKK3 PB1 HTS 105, OXTR agonist 1.2, MEKK2wt PB1 HTS 106, MEKK2 mut-MEK5 3 and NALP1 inh 6.
`COc1ccc(C(C(=O)NC(C)(C)C)N(C(=O)CNC(=O)c2cccs2)c2ccc(NC(C)=O)cc2)cc1OC` (configuration not stated) gave GPR7 antag 5, PHOSPHO1 block -3, M18AAP inhibitor -7, FID counter -15, MEKK3 PB1 HTS 93, OXTR agonist 0.1, MEKK2wt PB1 HTS 96, MEKK2 mut-MEK5 -4 and NALP1 inh 1.
Screening CCO[C@@H]1OC(C(=O)NC2CC2)=C[C@H](c2csc3ccccc23)[C@H]1CCCO returned GPR7 antag -11, PHOSPHO1 block 30, M18AAP inhibitor -3, FID counter -31, MEKK3 PB1 HTS 100, OXTR agonist 0.3, MEKK2wt PB1 HTS 100, MEKK2 mut-MEK5 2 and NALP1 inh -5.
`Cc1occc1C(=O)N1CCN(S(=O)(=O)c2ccccc2)CC1` gave GPR7 antag 9, PHOSPHO1 block -117, M18AAP inhibitor -15, FID counter -12, MEKK3 PB1 HTS 103, OXTR agonist 0.4, MEKK2wt PB1 HTS 107, MEKK2 mut-MEK5 4 and NALP1 inh 13.
For O=C(NCCCn1ccnc1)c1ccccc1Cl the results were GPR7 antag -7, PHOSPHO1 block 25, M18AAP inhibitor 4, FID counter -1, MEKK3 PB1 HTS 105, OXTR agonist 0.2, MEKK2wt PB1 HTS 105, MEKK2 mut-MEK5 8 and NALP1 inh 3.
For O=C(Cc1cccs1)NNC(=S)NC(=O)c1ccco1 the results were GPR7 antag -10, PHOSPHO1 block 36, M18AAP inhibitor 34*, FID counter -2, MEKK3 PB1 HTS 102, OXTR agonist -0.8, MEKK2wt PB1 HTS 101, MEKK2 mut-MEK5 3 and NALP1 inh -24.
CC(OC(=O)c1ccc(S(=O)(=O)NCc2ccco2)cc1)C(=O)Nc1ncc(Cl)cc1Cl (configuration not stated) was read as GPR7 antag -2, PHOSPHO1 block 18, M18AAP inhibitor 4, FID counter -26, MEKK3 PB1 HTS 100, OXTR agonist 1.2, MEKK2wt PB1 HTS 106, MEKK2 mut-MEK5 -1 and NALP1 inh 21.
Screening COc1ccccc1-c1nnc2sc(COc3ccc(F)cc3)nn12 returned GPR7 antag 42*, PHOSPHO1 block 38, M18AAP inhibitor 2, FID counter -25, OXTR agonist -2.1 and NALP1 inh 27.
Screening COc1ccccc1N/C=C/C(=C(C#N)C#N)N(C)C returned GPR7 antag 3, PHOSPHO1 block 41, M18AAP inhibitor -11, FID counter 0, MEKK3 PB1 HTS inconclusive, OXTR agonist 0.0, MEKK2wt PB1 HTS inconclusive, MEKK2 mut-MEK5 -50 and NALP1 inh 1.
O=C(NC1c2ccccc2-c2ccccc21)c1ccco1 was read as GPR7 antag 7, PHOSPHO1 block 21, M18AAP inhibitor 0, FID counter -9, OXTR agonist -1.6 and NALP1 inh 12.
For COc1cc(C)ccc1OCCOc1ccccc1Cl the results were GPR7 antag -1, PHOSPHO1 block 55, M18AAP inhibitor -7, FID counter -10, MEKK3 PB1 HTS 101, OXTR agonist -2.2, MEKK2wt PB1 HTS 103, MEKK2 mut-MEK5 2 and NALP1 inh 18.
For O=C(Cn1c(O)c(N=NC(=O)c2ccncc2)c2ccccc21)Nc1ccccc1 the results were GPR7 antag -9, PHOSPHO1 block 2, M18AAP inhibitor 5, FID counter 1, MEKK3 PB1 HTS 103, OXTR agonist -0.1, MEKK2wt PB1 HTS 97, MEKK2 mut-MEK5 0 and NALP1 inh -2.
COc1ccc(Oc2c(O)c3ccccc3n(C)c2=O)cc1 was read as GPR7 antag -4, PHOSPHO1 block -11, M18AAP inhibitor 8, FID counter 0, MEKK3 PB1 HTS 106, OXTR agonist -0.9, MEKK2wt PB1 HTS 100, MEKK2 mut-MEK5 2 and NALP1 inh 28.
Screening Cc1nn(C(C)C(=O)NCCCN2CCCCCC2)c(=O)c2c1sc1ccccc12 (configuration not stated) returned GPR7 antag -9, PHOSPHO1 block 49, M18AAP inhibitor 7, FID counter 2, MEKK3 PB1 HTS 107, OXTR agonist -0.4, MEKK2wt PB1 HTS 162*, MEKK2 mut-MEK5 27* and NALP1 inh -8.
Cc1oc(-c2ccc(Cl)cc2)nc1CS(=O)CC(=O)NC1CCCCCC1 (configuration not stated) was read as GPR7 antag -10, PHOSPHO1 block 26, M18AAP inhibitor -20, FID counter -44, MEKK3 PB1 HTS 100, OXTR agonist -0.8, MEKK2wt PB1 HTS 99, MEKK2 mut-MEK5 0 and NALP1 inh 9.
For CCC(=O)N/N=C(\C)CC(=O)Nc1cccc([N+](=O)[O-])c1 the results were GPR7 antag -8, PHOSPHO1 block -8, M18AAP inhibitor 8, FID counter 0, MEKK3 PB1 HTS 100, OXTR agonist -0.4, MEKK2wt PB1 HTS 101, MEKK2 mut-MEK5 2 and NALP1 inh 36.
For CC(=O)NNC(=O)CCn1nnc2ccccc21 the results were GPR7 antag -9, PHOSPHO1 block -7, M18AAP inhibitor 0, FID counter 0, MEKK3 PB1 HTS 101, OXTR agonist -0.7, MEKK2wt PB1 HTS 98, MEKK2 mut-MEK5 -1 and NALP1 inh -6.
`CC(C)C(=O)Nc1ccc2c(c1)nc(CCN1CCN(C)CC1)n2C` gave GPR7 antag 14, PHOSPHO1 block -16, M18AAP inhibitor 10, FID counter 8, MEKK3 PB1 HTS 104, OXTR agonist 0.1, MEKK2wt PB1 HTS 104, MEKK2 mut-MEK5 4 and NALP1 inh -14.
`COc1ccccc1CNS(=O)(=O)N(C)C` gave GPR7 antag -13, PHOSPHO1 block 26, M18AAP inhibitor 2, FID counter 0, MEKK3 PB1 HTS 103, OXTR agonist 1.0, MEKK2wt PB1 HTS 102, MEKK2 mut-MEK5 6 and NALP1 inh 20.
`CNCC(C)COc1ccccc1OCc1ccccc1` (configuration not stated) gave GPR7 antag 15, PHOSPHO1 block -5, M18AAP inhibitor -8, FID counter 11, MEKK3 PB1 HTS 94, OXTR agonist 1.4, MEKK2wt PB1 HTS 95, MEKK2 mut-MEK5 -3 and NALP1 inh 26.
Screening Cc1cc(N)n2nc(-c3ccccc3)cc2n1 returned GPR7 antag 12, PHOSPHO1 block 1, M18AAP inhibitor 15, FID counter 5, MEKK3 PB1 HTS 89, OXTR agonist -0.5, MEKK2wt PB1 HTS 91, MEKK2 mut-MEK5 -6 and NALP1 inh 32.
`O=C(NCC1CCCO1)C(c1ccc(F)cc1)N(Cc1ccc2c(c1)OCO2)C(=O)c1ccc(CN2CCOCC2)o1` (configuration not stated) gave GPR7 antag -2, PHOSPHO1 block -3, M18AAP inhibitor -9, FID counter -25, MEKK3 PB1 HTS 108, OXTR agonist -0.7, MEKK2wt PB1 HTS 102, MEKK2 mut-MEK5 0 and NALP1 inh 5.
